# RAD52 anneal inh – blocks human RAD52 DNA annealing. AID 651710. inhibition, % at 18.7 µM. 360,000 tested, 0.46% active. P43351. recombinant RAD52 DNA annealing, FRET fluorescence;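 active means every replicate showing at least 50% inhibition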
# Target sequence (P43351 whole entry, looked up): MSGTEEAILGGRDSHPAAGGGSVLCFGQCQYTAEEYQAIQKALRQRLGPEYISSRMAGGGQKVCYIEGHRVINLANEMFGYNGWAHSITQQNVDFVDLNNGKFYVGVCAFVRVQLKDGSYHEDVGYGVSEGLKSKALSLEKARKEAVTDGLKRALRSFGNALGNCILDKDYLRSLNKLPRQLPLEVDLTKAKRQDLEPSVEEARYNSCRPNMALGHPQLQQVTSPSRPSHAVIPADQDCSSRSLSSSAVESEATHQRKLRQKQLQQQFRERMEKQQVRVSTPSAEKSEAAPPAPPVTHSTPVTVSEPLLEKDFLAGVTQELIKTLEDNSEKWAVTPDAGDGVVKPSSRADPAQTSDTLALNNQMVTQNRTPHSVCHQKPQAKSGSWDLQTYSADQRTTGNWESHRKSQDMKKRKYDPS
# ARNT TACC3 PPI – disrupts binding between human ARNT and TACC3; Q9Y6A5; AlphaScreen His-ARNT PAS-B/GST-TACC3 binding, luminescence; TACC3 fragment carries E629A point mutation; inhibition, % at 9.99 µM; 390,000 tested, 0.66% active; AID 623870;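 active means mean inhibition of replicates at least 50% and at least half of replicates each reaching 50%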;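 further: 0% = complete ARNT plus TACC3 wells and 100% = ARNT alone without TACC3; many hits fall short of the cut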
# ERAP1 inh – inhibitors of human ERAP1 aminopeptidase | Q9NZ08 | recombinant ERAP1, Leu-AMC fluorescence, 60 min | inhibition, % at 10.7 µM | 340,000 tested, 0.15% active;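 active means mean replicate inhibition of at least 30%, or all replicates individually reaching that 30% level; inactive means mean below 30% and not every replicate reaching it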;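 further: 0% = neutral control wells and 100% = L-leucinethiol positive control wells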
# esBAF inh – SWI/SNF esBAF complex inhibition | mouse ES cells, Bmi1-luciferase knock-in reporter, 24 h; 100% = twice the neutral-well signal | reporter increase, % at 12.5 µM | 350,000 tested, 2% active; in the data active means activation above about 40%;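 further: 0% = median of the plate's neutral control wells and 100% = double that signal; a rise in the Bmi1 reporter signal indicates esBAF inhibition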
# GSIS activator – primary screen for activators of insulin secretion dependent on glucose, INS-1E cells, GLuc reporter luminescence | INS-1E GLuc reporter insulin secretion, 2-3 h | activation, % at 16.6 µM | 370,000 tested, 0.61% active;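 active means lowest replicate activation of at least 40%, so every replicate reaches that level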;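 further: 0% = median of neutral control wells and 100% = median of IBMX positive control wells; some compounds called inactive have numbers as strong as hits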
# RAD54 inh – inhibitors of human RAD54 branch migration; Q92698; RAD54 Holliday junction branch migration, FAM/BHQ fluorescence; inhibition, % at 10.4 µM; 360,000 tested, 0.14% active;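 active means mean normalized replicate activity at least 40 and at least half of replicates scoring 40 or more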;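 further: 0% = median of neutral control wells and 100% = median of positive control wells; inhibitors cause a drop in the FAM fluorescence signal; in these data hits start at about 50%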
# Xi reactivation – X-chromosome reactivation activator | XiGFP mouse fibroblasts, % GFP-positive cells imaging, 3 d; cells co-treated with 5-aza-dC sensitizer; scaled so ellipticine positive control = 100% | activation, % at 7.58 µM | 360,000 tested, 0.055% active;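 active means mean normalized replicate activation at least 10% and every replicate at or above 10%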;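 further: 0% = median of on-plate neutral control wells and 100% = ellipticine 6 µM median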
#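 System: 68-5-11 XiGFP fibroblast line; Timing: 3 days compound exposure; Compound dosing: one concentration, pinned; Benchmarks: positive control ellipticine, 6 µM final; Buffer or medium: DMEM containing 5-aza-dC.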
# CFTR F508del cor – correctors of CFTR F508del function in bronchial epithelial cells; CFBE cells, YFP halide quenching; stimulated with forskolin plus potentiator P3; % fluorescence drop versus neutral controls; activity (quench increase), % at 7.58 µM; 350,000 tested, 0.36% active; AID 720511;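 active means mean added fluorescence quench of at least 8% versus neutral control, with both replicates also reaching 8%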;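 further: cells transiently co-express mutant CFTR-F508del with the halide-sensitive YFP; corrector assay measuring rescue of mutant channel to the surface after 24 h compound exposure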
# * = called active by the depositor; · = not tested or not shown.
SMILES,RAD52 anneal inh,ARNT TACC3 PPI,ERAP1 inh,esBAF inh,GSIS activator,RAD54 inh,Xi reactivation,CFTR F508del cor
C[C@@H]1CCCCO[C@H](CN(C)Cc2ccccc2)[C@@H](C)CN([C@@H](C)CO)C(=O)c2cc(NC(=O)CCC(F)(F)F)ccc2O1,1.9,3.3,3.9,-1.3,-6.8,3.2,0.4,0.2
C[C@@H]1CN([C@H](C)CO)C(=O)c2cccc(NS(=O)(=O)c3ccc(F)cc3)c2O[C@@H]1CN(C)Cc1ccc(Cl)c(Cl)c1,0.7,-0.5,-3.8,5.1,-24.2,-1.2,0.1,4.7
COc1cccc(OCC(=O)NNC(=O)C(=O)Nc2ccc(OC)cc2OC)c1,-2.4,4.5,-0.2,-7.7,-7.7,-1.0,0.1,-0.7
Cc1cc(OCC(=O)Nc2ccc(S(=O)(=O)NC3=NCCCCC3)cc2)c(C(C)C)cc1Cl,-26.8,-4.9,-3.0,·,-3.9,-1.2,0.1,2.0
CC1(C)CC(=O)C(CC2=C(O)CC(C)(C)CC2=O)=C(O)C1,·,4.1,·,1.8,-2.9,-10.8,·,·
O=[N+]([O-])c1ccc(N2N=C(c3ccccc3)CC2c2ccccc2O)cc1 (configuration not stated),-14.3,·,2.3,·,5.6,·,32.3*,-0.7
CSc1nc2cc(S(=O)(=O)N3CCCCC3)ccc2s1,1.4,-7.4,-3.0,0.1,-6.2,0.1,0.3,-0.8
CC(C)(C)c1ccc(O)c(N=Cc2cc(Br)ccc2O)c1,-5.8,5.8,-1.8,·,-0.2,-5.6,0.4,-3.0
CN1[C@@H]2Cn3c(ccc(-c4ccc(F)cc4)c3=O)[C@H]1[C@@H](C(=O)NC1CCCCC1)[C@@H]2CO,6.3,-7.2,-0.9,-2.9,-5.9,8.0,-0.1,0.9
Cn1c(NC(=O)/C=C/c2ccc(Cl)c(Cl)c2)cc(=O)n(C)c1=O,·,-4.5,·,·,25.3,3.7,0.1,·
CCc1n[nH]c(=S)n1/N=C/c1ccc(N(C)c2ccccc2)cc1,4.1,17.5,-1.0,-7.0,0.9,-11.0,0.2,-2.8
CCOC(=O)Cc1csc(NC(=O)c2c(C)noc2C)n1,-15.4,10.0,-0.2,·,-1.3,-6.9,0.1,0.6
C=CCOC(=O)C1=C(C)NC(=S)C(C#N)(CC=C)C1c1ccccc1Cl (configuration not stated),-8.0,·,0.5,·,-2.4,-3.1,0.4,·
O=C(CN1CCN(c2ccc(O)cc2)CC1)Nc1ccc(SC(F)F)cc1,·,-1.9,·,·,-9.8,-0.8,0.4,·
CO[C@@H]1CN(C)C(=O)c2cc(NS(=O)(=O)c3ccccc3)ccc2OC[C@H](C)N(Cc2nccs2)C[C@@H]1C,-1.4,5.8,-0.1,-3.2,-13.3,-2.3,0.1,2.6
CC[C@@H](C)[C@H](CN[C@H](CNC)[C@@H](C)O)NCCc1ccc(OC)cc1,-65.7,-4.3,-3.2,8.7,-0.8,-1.1,1.0,-0.4
O=C(COC(=O)Cc1cccs1)NCc1ccc(F)cc1,-9.0,-1.6,1.3,·,-8.0,0.7,0.0,1.1
COC(=O)C1=C(C)NC(=S)NC1c1ccc(-c2cc(Cl)ccc2Cl)o1 (configuration not stated),-34.9,0.4,·,·,0.7,·,-0.2,1.7
COc1ccc(CN(C)C(=O)c2ccccc2OCc2c(C)noc2C)cc1OC,-3.5,-1.2,-3.9,-4.1,37.2,0.5,0.2,-1.1
CC(=O)N1c2ccc(S(=O)(=O)N3CCCC3C(=O)Nc3cccc(F)c3)cc2CC1C (configuration not stated),-9.3,·,1.2,2.4,-9.4,-6.5,0.0,1.9
Cc1ccc(-n2c(=O)c3cc4c(=O)n(-c5ccc(C)c(C)c5)c(=O)c4c(C(=O)c4ccc(C(=O)O)cc4)c3c2=O)cc1C,3.0,-3.2,1.2,0.1,-7.4,8.3,-0.1,1.7
CCN(CC(=O)Nc1ccc(OC)cc1)C(=O)c1cc(-c2cccs2)nn1-c1ccccc1,-2.1,-3.1,8.9,-7.8,9.4,5.9,0.0,-0.1
COc1ccc(CNC(=O)C(OC(=O)c2ccco2)c2ccc(F)cc2)cc1 (configuration not stated),-12.2,-4.2,2.2,7.7,-19.1,-21.2,0.1,-2.0
O=C(N[C@@H]1C=C[C@H](CC(=O)N2CCOCC2)O[C@@H]1CO)c1ccccn1,-18.7,-1.0,0.3,2.8,14.3,-2.9,0.3,-1.4
COc1ccc(NC(=O)C2(C)CCN2CCOc2ccc(C)cc2)cc1OC (configuration not stated),-40.3,·,-2.7,-2.4,-15.1,-5.2,-0.2,4.2
# Next records.
SMILES,RAD52 anneal inh,ARNT TACC3 PPI,ERAP1 inh,esBAF inh,GSIS activator,RAD54 inh,Xi reactivation,CFTR F508del cor
CCOC(=O)C(C#N)C(c1cccnc1)c1c(C)[nH][nH]c1=O (configuration not stated),·,-4.0,·,-6.5,-10.8,11.5,·,·
CC(C)C(NC(=O)c1ccc([N+](=O)[O-])cc1Cl)C(=O)N1CCCC1 (configuration not stated),-10.8,0.5,1.6,1.6,6.6,3.4,0.0,-1.5
CCC(=O)N1CCCC(C(=O)Nc2ccc3cn[nH]c3c2)CC1 (configuration not stated),-12.1,·,0.9,-9.5,-4.4,13.6,0.0,2.1
CCCNC(=O)N1C[C@@H](O)COC[C@@H]2O[C@H](CC(=O)N3CCC(Cc4ccccc4)CC3)CC[C@H]21,-12.4,2.7,-1.9,-0.3,-1.3,1.0,-0.1,-0.8
Cc1cccn2c(=O)c(/C=N/O)c(Nc3ccccc3F)nc12,-8.2,-4.7,·,·,8.8,·,0.2,-2.2
COc1c(/C=N/NS(=O)(=O)c2ccc(C)cc2)c(CCN(C)C(C)=O)cc2c1OCO2,-12.0,0.8,-1.1,1.9,19.2,·,-0.2,2.4
C[C@@H]1CN([C@@H](C)CO)C(=O)c2cccc(NC(=O)c3cnccn3)c2O[C@H]1CN(C)Cc1ccc(Oc2ccccc2)cc1,0.0,·,·,-2.8,-11.5,0.1,0.3,1.8
O=C(Oc1cccc(C(=S)N2CCOCC2)c1)c1cccc(Cl)c1,-8.1,·,-2.2,-3.3,-14.4,5.1,-0.3,-2.5
CC1(C)CCC[C@]2(C)C(CS(=O)c3ccccc3)=C(C=O)CC[C@@H]12 (some centres not stated),-4.7,-7.2,2.1,·,12.6,·,-0.1,-0.6
CS(=O)(=O)Nc1ccc2c(c1)[C@H]1C[C@H](CC(=O)NCc3ccccc3F)O[C@@H](CO)[C@H]1O2,3.3,-2.8,0.8,-1.6,-0.5,7.3,-0.1,-1.6
C[C@H]1CN([C@@H](C)CO)C(=O)c2cc(-c3cccc(C#N)c3)cnc2O[C@@H]1CN(C)C,-5.2,-4.4,2.7,1.0,28.0,5.1,-0.6,0.6
COc1cc(C(=O)C(=O)c2cc(OC)c(O)c(OC)c2)cc(OC)c1O,-3.6,-4.8,5.6,8.7,7.5,-4.6,0.3,0.9
Cc1n[nH]c(=O)n(N=Cc2cccs2)c1=O,-9.9,·,0.7,3.4,-5.6,1.4,-0.1,-1.3
O=C(COC(=O)c1cccc(Cl)c1)Nc1cccc(S(=O)(=O)NC2=NCCC2)c1,-11.6,·,1.6,-5.3,-5.0,4.9,0.3,1.7
Cc1cc(C(F)F)nn1CC(=O)NCc1ccco1,-7.2,-4.5,5.2,·,15.0,·,0.1,·
CCCC(=O)Nc1cc(OCC)c(NC(=O)NC2CCCCC2)cc1OCC,3.5,-7.6,-0.2,1.1,1.7,-0.2,·,-2.1
CCCS(=O)(=O)c1ncc(Cl)c(C(=O)Nc2ccc(S(=O)(=O)Nc3ncccn3)cc2)n1,-28.9,3.0,-3.7,0.4,-5.4,1.8,0.0,-3.9
O=C(c1cccc(F)c1)N1CCCCN2[C@H](C1)[C@@H](c1ccc(/C=C/c3ccccc3)cc1)[C@@H]2CO,-3.4,-0.1,-0.4,·,1.1,-0.5,0.1,5.7
O=C(CC1NC(=S)NC1=O)c1ccc(Cl)cc1 (configuration not stated),-9.3,9.0,·,-2.8,13.2,7.9,·,1.2
CC(=O)Nc1cc(F)c2c(c1F)Cc1cc(F)ccc1-2,-21.8,-4.6,0.9,103.5*,2.9,-8.1,0.0,2.0
Cc1cc(NC(=O)C(C)SCC(=O)N(C)CC(=O)Nc2ccccc2Br)no1 (configuration not stated),-10.0,-8.1,1.6,1.0,11.7,3.5,0.0,-1.0
C=CCC(COCc1ccccc1)NS(=O)(=O)c1ccccc1Br (configuration not stated),-10.9,-8.4,-2.2,-1.5,-15.4,-2.3,-0.1,-1.6
O=C(CNC(=O)c1ccc(Oc2ccccc2)cc1)OC1CCCCC1=O (configuration not stated),-17.6,·,5.3,-5.5,·,-6.4,·,·
CC(=O)Nc1n[nH]c(=S)s1,-8.4,22.4,3.2,·,34.4,·,0.0,-1.3
CCN(CC)C(=O)c1cc(S(=O)(=O)N2CCCCC2)c[nH]1,-7.1,-8.8,1.7,16.9,-12.4,-6.1,0.1,0.3
# (further entries)
SMILES,RAD52 anneal inh,ARNT TACC3 PPI,ERAP1 inh,esBAF inh,GSIS activator,RAD54 inh,Xi reactivation,CFTR F508del cor
C[C@H](CO)N1C[C@H](C)[C@H](CN(C)C(=O)Nc2ccc(C(F)(F)F)cc2)Oc2ncc(/C=C/c3ccccc3)cc2C1=O,8.3,13.5,0.1,-17.1,-7.2,-1.9,-1.1,3.7
CCOC(=O)c1ccc(NC(=O)C(=O)NCc2ccccn2)cc1,-10.2,·,-0.3,-3.2,·,-7.2,0.0,-0.4
Cc1cccc(NC(=O)CSc2n[nH]c(-c3ccncc3)n2)c1,-2.6,5.1,-0.6,1.8,-4.7,-2.7,·,·
Cc1c(NC(=O)C(C)OC(=O)c2ccccc2O)c(=O)n(-c2ccccc2)n1C (configuration not stated),3.3,1.1,-2.4,-9.7,44.2,-12.0,0.0,-0.6
COc1ccc(Cc2nnc(SCC(=O)Nc3ccc(C)cc3)n(N)c2=O)cc1,-1.8,-6.3,1.4,-1.8,-27.6,-2.8,-0.7,1.9
Cc1nn(Cc2nc(-c3cccs3)no2)c(C)c1Br,-4.3,·,·,-1.2,-12.0,-1.7,0.1,1.8
C[C@@H]1CN([C@@H](C)CO)C(=O)c2cccc(NC(=O)c3ccncc3)c2O[C@H]1CN(C)S(=O)(=O)c1ccc(Cl)cc1,5.7,-1.1,-7.5,-0.7,-3.8,6.8,0.0,-2.2
COc1cc(NS(=O)(=O)c2ccc(C)cc2)ccc1-n1cnnn1,·,0.8,·,13.1,1.9,8.4,·,·
COC(=O)c1c(NC(=O)c2ccccc2F)sc2c1C(C(=O)OC)CC2 (configuration not stated),-7.3,-5.1,0.6,30.1,-3.8,-3.3,0.0,-4.6

# Part of the list above in order of heavy-atom count, falling.
SMILES,RAD52 anneal inh,ARNT TACC3 PPI,ERAP1 inh,esBAF inh,GSIS activator,RAD54 inh,Xi reactivation,CFTR F508del cor
C[C@H](CO)N1C[C@H](C)[C@H](CN(C)C(=O)Nc2ccc(C(F)(F)F)cc2)Oc2ncc(/C=C/c3ccccc3)cc2C1=O,8.3,13.5,0.1,-17.1,-7.2,-1.9,-1.1,3.7
C[C@@H]1CN([C@@H](C)CO)C(=O)c2cccc(NC(=O)c3ccncc3)c2O[C@H]1CN(C)S(=O)(=O)c1ccc(Cl)cc1,5.7,-1.1,-7.5,-0.7,-3.8,6.8,0.0,-2.2
COC(=O)c1c(NC(=O)c2ccccc2F)sc2c1C(C(=O)OC)CC2 (configuration not stated),-7.3,-5.1,0.6,30.1,-3.8,-3.3,0.0,-4.6
Cc1cccc(NC(=O)CSc2n[nH]c(-c3ccncc3)n2)c1,-2.6,5.1,-0.6,1.8,-4.7,-2.7,·,·
Cc1nn(Cc2nc(-c3cccs3)no2)c(C)c1Br,-4.3,·,·,-1.2,-12.0,-1.7,0.1,1.8

# Compounds were not picked by outcome. About 3.3% of those tested had a hit in this group.
